PAX8 reporter = PAX8 transcriptional activity inhibition. inhibition, % at 12.6 µM. RMG-I TPO-luciferase reporter, SteadyGlo, 24 h. 360,000 compounds, 1.2% hits;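 active means mean replicate inhibition at least 60% with every replicate also reaching 60%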;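 further: luciferase light reporting Pax8 driven TPO promoter activity; plate controls were median of neutral control wells for no effect and mitoxantrone controls for full effect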
PGC1a acetyl inh = lowers PGC1a acetylation signal in U2OS cells | AlphaScreen anti-acetyl-lysine; with virally co-expressed GCN5 acetyltransferase | inhibition, % at 15.6 µM | 350,000 compounds, 0.17% hits | AID 651687;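 active means every replicate shows inhibition of at least 40%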;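 further: 0% = neutral control wells and 100% = positive control wells; some results beyond the cut were filed as inactive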
LGR2 antag = inhibitors of bursicon-induced Drosophila LGR2 receptor cAMP signaling | HEK293 LGR2, CRE-luciferase, bursicon-stimulated, 4 h | inhibition, % at 9.99 µM | 380,000 compounds, 0.35% hits | AID 720647;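 active means drop in luminescence signal, shown as inhibition above about 50% in the replicate tests, limit read from the data, passing the limit was not always enough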;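 further: agonist challenge used bursicon conditioned medium at about half maximal strength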
Starred values were filed as active, the others as inactive; / = no result given. Not all compounds are listed; rates above refer to the full screens.

Order of results: PAX8 reporter | PGC1a acetyl inh | LGR2 antag
- CC(C)n1c(C(=O)OCC(=O)NCc2ccc3c(c2)OCO3)cc2occc21
    / | 4.6 | /
- O=C(/C=C/c1cc[n+](CC(=O)c2ccc3cccc4c3c2CC4)cc1)c1ccc2cccc3c2c1CC3
    / | 1.7 | /
- CCCC(=O)Nc1c2c(nc3ccccc13)N(c1ccccc1)CC2
    / | -6.2 | /
- Cc1cc(C)n2nc(SCC(=O)N(C)c3c(N)n(Cc4ccccc4)c(=O)[nH]c3=O)nc2n1
    / | 10.0 | /
- COC(=O)c1ccncc1C(=O)Nc1ccc(OC)cc1
    / | 0.6 | /
- Oc1c(C(c2ccccn2)N2CCOCC2)ccc2cccnc12 (stereo not drawn)
    / | 8.4 | /
- Cc1onc(C(=O)NN)c1-c1csc(COc2ccc(Cl)cc2)n1
    / | 9.7 | /
- COc1ccc(-c2cc(C(=O)OCC(=O)NC(C)(C)C)c3ccccc3n2)cc1
    / | -4.0 | /
- CC/C(O)=C1\C(=O)CCCC1=NCCc1nc2ccccc2[nH]1
    / | 2.6 | /
- COc1cc(C2C3CN(C)CC=C3C(C#N)=C(N)C2(C#N)C#N)ccc1OC(C)C (stereo not drawn)
    -26.6 | / | /
- CCOc1ccccc1NC(=O)N1C2CCCC1CC(NC(=O)C1CC1)C2 (stereo not drawn)
    3.9 | / | /
- COc1ccc(NC(=O)N2CCCC2C(=O)Nc2ccc(C)cc2)cc1 (stereo not drawn)
    -18.7 | / | /
- Nc1nc(N2CCN(C(=O)c3ccco3)CC2)nc2ccccc12
    -98.7 | / | /
- Oc1ccc(Cl)cc1-c1cc(C(F)(F)C(F)F)nc(-c2ccccc2)n1
    7.3 | / | /
- COc1ccc(C2c3c(oc4ccccc4c3=O)C(=O)N2Cc2ccncc2)cc1OC (stereo not drawn)
    -2.9 | / | /
- CCCc1cc(SCC(=O)Nc2c(C)n(C)n(-c3ccccc3)c2=O)n2c(nc3ccccc32)c1C#N
    0.2 | / | /
- COC(=O)c1ccc(NC2(C#N)C(=O)Nc3ccccc32)cc1 (stereo not drawn)
    5.7 | / | /
- O=C(NO)c1ccc(C(=O)N(C2CCCCC2)C2CCCCC2)cc1
    10.1 | / | /
- COc1ccc(C2C(C(C)=O)=C(O)C(=O)N2c2cccnc2)cc1OC (stereo not drawn)
    7.8 | / | /
- COC(=O)c1ccccc1NC(=O)C(=O)NCC1CCCO1 (stereo not drawn)
    / | / | 3.8
- O=C1CCCCC1S(=O)(=O)c1ccccc1 (stereo not drawn)
    / | / | -6.6
- Cc1ccccc1N(CC(=O)N/N=C/c1cc(Br)c(C)o1)S(C)(=O)=O
    / | / | 7.2
- COc1ccc(CC(=O)Nc2cccc(C(=O)NN3C(=O)c4ccccc4C3=O)c2C)cc1
    / | / | -0.8
- CCOC(=O)C(NC(=O)c1ccccc1Cl)(Nc1ccc(C)c(C)c1)C(F)(F)F (stereo not drawn)
    / | / | -14.2
- C[C@@H]1CCCCO[C@H](CN(C)CC2CC2)[C@H](C)CN([C@@H](C)CO)C(=O)c2cc(NC(=O)C3CCCCC3)ccc2O1
    / | / | -16.7
- COCC(=O)N1CC2(C1)[C@@H](c1ccc(-c3ccc(F)cc3)cc1)[C@H](CO)N2C(C)=O
    / | / | -5.8
- CCOC(=O)c1c(NC(=S)Nc2ccc(C)cc2)sc2c1CCC2
    / | / | 2.4
- COc1ccc(S(=O)(=O)N(C)C[C@@H]2Oc3c(NC(=O)Nc4ccccc4)cccc3C(=O)N([C@@H](C)CO)C[C@H]2C)cc1
    / | / | 8.5
- O=C(Cn1nnc(-c2ccccc2Cl)n1)N/N=C/c1ccc(-c2cccc(Cl)c2)o1
    / | / | 19.1
- O=C(CSc1nc(C2CCCCC2)n(-c2ccccc2)n1)NCC(F)(F)F
    / | / | 10.6
- O=C(Nc1nncs1)C(Sc1ccccc1)c1ccccc1 (stereo not drawn)
    / | / | -8.0
- Cc1ccc(NC(=O)CCCCCCCCCCC2COCCO2)c(C)c1 (stereo not drawn)
    / | / | -0.2
- Cc1cccc(NC(=S)NCCC(C)C)c1
    / | / | 11.9
- CCOC(=O)c1c(C)[nH]c(C(=O)COC(=O)COc2ccccc2C=O)c1C
    / | / | -23.5
- C/C(=N\NC(=O)c1c(Cl)cnn1C)c1ccc(NC(=O)c2ccncc2)cc1
    / | / | 8.4
- CC1(C)OC(C)(C)/C(=C/Nc2ccccc2)C1=O
    / | / | -0.2
- O=C(CSc1nnc(-c2cccnc2)n1-c1ccccc1)Nc1ccccc1
    / | / | 2.5
- Clc1ccc(-c2nc3ccncc3[nH]2)cc1
    / | / | -31.2
- COC(=O)CSc1cc([N+](=O)[O-])cc2c1c(C1OCCO1)nn2-c1ccccc1
    / | / | -21.6
- C[C@H](CO)N1C[C@H](C)[C@@H](CN(C)Cc2ccc(-c3ccccc3)cc2)Oc2ccc(NC(=O)Nc3cccc4ccccc34)cc2CC1=O
    / | / | 1.6
- CCn1c2ccccc2c2cc(NC(=O)COc3ccccc3OC)ccc21
    / | / | 2.3
- COCCn1c(SCC#N)nnc1-c1ccccc1O
    / | / | 13.1
- O=C(Nc1ccccc1)c1cccc(S(=O)(=O)Nc2ccccn2)c1
    / | / | 1.3
- C/C(CCC1CC(C)OC1=O)=N/Nc1nc(-c2ccccc2)cs1 (stereo not drawn)
    / | / | -15.4
- O=C(COC(=O)C1(c2ccc(F)cc2)CCCC1)Nc1ncc(C(F)(F)F)cc1Cl
    / | / | 5.0
- C[C@H](CO)N1C[C@H](C)[C@@H](CN(C)Cc2ccccc2)Oc2c(NC(=O)CCCCCC(=O)Nc3ccccc3N)cccc2C1=O
    / | / | 1.2
- O=C(Nc1ccc(Br)cc1)C1CCN(C(=O)c2ccc(F)cc2)CC1
    / | / | 1.0
- Cc1cc(/C=C2/C(=N)N3C(c4ccccc4)=CSC3=NC2=O)c(C)n1-c1ccccc1
    / | / | 1.8
- COC(=O)N/N=C/c1cc([N+](=O)[O-])cc(Br)c1O
    / | / | 17.0
- Cc1occc1-c1nnc(SCC(=O)Nc2nccs2)n1CCc1ccccc1
    / | / | 13.5
- Cc1nn(-c2ccccc2)c(C)c1NC(=O)CCl
    / | / | -16.0
- CCC[N+](CC#Cc1ccccc1)(CCC)CC(=O)OCC
    / | / | -18.0
- COCCCNC(=O)CCCn1c(=O)c2ccccc2n(CC(=O)Nc2c(C)cc(C)cc2C)c1=O
    / | / | 14.3
- Cc1cccc(N/C=C/C(=O)c2cccs2)c1C
    / | / | 69.8*
- COc1ccc2[nH]cc(C(=O)CN3CCN(C/C=C/c4ccccc4)CC3)c2c1
    / | / | -2.3
- O=C(Nc1ccc2ccccc2c1)c1ccc(NS(=O)(=O)c2ccc(Br)s2)cc1
    / | / | -21.8
- CCN1C(=O)CSc2ccc(C(=O)NC3CCCCC3)cc21
    / | / | -9.8
- COC(=O)C(C(=O)OC)C(C[N+](=O)[O-])c1ccc(O)c(OC)c1 (stereo not drawn)
    / | / | -4.4
- C[C@@H]1CN([C@H](C)CO)C(=O)Cc2cc(NC(=O)Nc3ccccc3)ccc2O[C@@H]1CN(C)Cc1ccc(C(=O)Nc2ccccc2N)cc1
    / | / | 4.8
- CCNS(=O)(=O)c1cc(S(C)(=O)=O)ccc1Cl
    / | / | 0.7

Other results follow.
Order of results: PAX8 reporter | PGC1a acetyl inh | LGR2 antag
- CC1CCN(C(=O)C2CCN(S(=O)(=O)c3cccnc3)CC2)CC1
    / | / | 22.0
- C[C@@H]1CN([C@@H](C)CO)C(=O)c2cc(NC(=O)Nc3ccc4c(c3)OCO4)ccc2O[C@H]1CN(C)CC1CCCCC1
    / | / | -24.0
- CC1(C)Cc2cccc(OCC(=O)N3CCN(c4ccccc4)CC3)c2O1
    / | / | 19.0
- Cc1ccc(/C=C/C(=O)N2CCCN(C(=O)/C=C/c3ccc(C)cc3)CC2)cc1
    / | / | -30.8
- COCCCNCCCCSc1ccc(Cl)cc1
    / | / | -16.9
- O=C1CC(N(CCc2ccccc2)C(=S)Nc2ccccc2)C(=O)N1c1ccccc1 (stereo not drawn)
    / | / | 14.0
- COc1ccc(CCN2CN(S(=O)(=O)c3ccccc3)c3nc4ccccc4nc32)cc1
    / | / | 13.7
- O=C(NC(=S)NCc1ccc(F)cc1)c1ccccc1
    / | / | -5.3
- Cc1cc(OCCN2CCCCC2)nc2ccccc12
    / | / | -3.2
- O=S(=O)(c1ccccc1)n1c(C(O)c2ccccn2)cc2ccccc21 (stereo not drawn)
    / | / | 7.2
- CCc1cc2c(N=Nc3c(O)[nH]c4ccccc34)ncnc2s1
    / | / | -4.1
- CC(=O)Nc1sc(N/N=C\c2cccc(Cl)c2)nc1-c1cccs1
    / | / | 2.6
- O=C1N/C(=C/c2cccn2-c2ccc(F)cc2)C(=O)N1Cc1ccccc1F
    / | / | -13.1
- C/C(=N/OCO/N=C(\C)c1ccc(F)cc1F)c1ccc(F)cc1F
    / | / | 3.7
- NNC(=O)CSc1c(-c2cccs2)[nH]c2ccccc12
    / | / | -2.5
- O=C(CCc1ccccc1)Nc1cc2c(cc1Cl)OCCO2
    / | / | -81.4
- C/C(=N\Nc1nc2ccccc2[nH]1)c1ccc(C)o1
    / | / | -74.7
- Cc1cc(NC(=O)CCC(=O)N(c2cccnc2)C(C(=O)NC2CCCC2)c2ccccc2F)no1 (stereo not drawn)
    / | / | 14.5
- O=C(Nc1ccc(Cl)cc1C(F)(F)F)c1ccccc1
    / | / | 4.3
- O=C(c1cccs1)N(CCO)Cc1cc2cc3c(cc2[nH]c1=O)OCCO3
    / | / | -10.0
- O=C(NCc1cccs1)c1cc(-c2ccccc2)nc2ccccc12
    / | / | -8.9
- Cn1c(=O)[nH]c(Nc2ccc(F)cc2)c([N+](=O)[O-])c1=O
    / | / | 15.3
- Cc1ccc(OCCOc2cccc(Br)c2)c([N+](=O)[O-])n1
    / | / | -84.3
- Cc1ccc(C)c(CSc2ncccc2C(=O)O)c1
    / | / | -11.8
- COc1ccc(-c2nn(CC(=O)NCCc3ccccc3)c(=S)n2C)cc1
    / | / | -11.6
- Cc1noc(C)c1S(=O)(=O)N(C)C[C@H]1OCCCC[C@H](C)Oc2ccc(NC(=O)NC3CCCCC3)cc2C(=O)N([C@H](C)CO)C[C@H]1C
    / | / | 6.8
- CCOC(=O)c1cc(-c2ccc(Cl)s2)nc2c1c(C)nn2C
    / | / | -2.2
- COc1ccccc1NC(=O)Cn1cnc2sc(C)c(S(=O)(=O)N3CCCCC3)c2c1=O
    / | / | 0.0
- CCN(Cc1cc2ccc(C)cc2[nH]c1=O)C(=O)c1ccncc1
    / | / | 1.5
- CCOc1ncccc1C(=O)OCc1ccc(Cl)cc1
    / | / | -8.8
- O=C(N/N=C\c1ccc(CNS(=O)(=O)c2ccc(Cl)cc2)o1)C(=O)Nc1ccc(Oc2ccccc2)cc1
    / | / | -25.1
- CCC(CC)c1nnc(NC(=O)c2cc(-c3ccccc3)nc3ccccc23)s1
    / | / | -10.6
- COc1ccc(Nc2nc(N/N=C/c3ccc(N(C)C)cc3)nc(C)c2[N+](=O)[O-])cc1
    / | / | 8.9
- Cc1[nH]n(-c2c(Cl)cc(Cl)cc2Cl)c(=O)c1C=Nc1ccc(S(=O)(=O)N2CCOCC2)cc1
    / | / | 4.9
- CN(C)S(=O)(=O)N(CC(=O)Nc1ccccc1C(F)(F)F)c1ccccc1
    / | / | 4.4
- CCOC(=O)CN(Cc1sccc1C)C(=O)Nc1ccc(OC)cc1OC
    / | / | 17.2
- CNc1nc(-c2ccccc2)[n+](-c2ccc(C)cc2)s1
    / | / | -13.4
- O=C(NCCN1CCOCC1)C(=O)NCC1CCCO1 (stereo not drawn)
    / | / | -21.6

In the list so far, these contain a furan ring, fused or not.
Order of results: PAX8 reporter | PGC1a acetyl inh | LGR2 antag
- CC(C)n1c(C(=O)OCC(=O)NCc2ccc3c(c2)OCO3)cc2occc21
    / | 4.6 | /
- Nc1nc(N2CCN(C(=O)c3ccco3)CC2)nc2ccccc12
    -98.7 | / | /
- Cc1ccccc1N(CC(=O)N/N=C/c1cc(Br)c(C)o1)S(C)(=O)=O
    / | / | 7.2
- O=C(Cn1nnc(-c2ccccc2Cl)n1)N/N=C/c1ccc(-c2cccc(Cl)c2)o1
    / | / | 19.1
- Cc1occc1-c1nnc(SCC(=O)Nc2nccs2)n1CCc1ccccc1
    / | / | 13.5
- C/C(=N\Nc1nc2ccccc2[nH]1)c1ccc(C)o1
    / | / | -74.7
- O=C(N/N=C\c1ccc(CNS(=O)(=O)c2ccc(Cl)cc2)o1)C(=O)Nc1ccc(Oc2ccccc2)cc1
    / | / | -25.1

Among those listed so far, these contain two or more sulfur atoms.
Order of results: PAX8 reporter | PGC1a acetyl inh | LGR2 antag
- CCOC(=O)c1c(NC(=S)Nc2ccc(C)cc2)sc2c1CCC2
    / | / | 2.4
- O=C(Nc1nncs1)C(Sc1ccccc1)c1ccccc1 (stereo not drawn)
    / | / | -8.0
- Cc1occc1-c1nnc(SCC(=O)Nc2nccs2)n1CCc1ccccc1
    / | / | 13.5
- O=C(Nc1ccc2ccccc2c1)c1ccc(NS(=O)(=O)c2ccc(Br)s2)cc1
    / | / | -21.8
- CCNS(=O)(=O)c1cc(S(C)(=O)=O)ccc1Cl
    / | / | 0.7
- CC(=O)Nc1sc(N/N=C\c2cccc(Cl)c2)nc1-c1cccs1
    / | / | 2.6
- NNC(=O)CSc1c(-c2cccs2)[nH]c2ccccc12
    / | / | -2.5
- COc1ccccc1NC(=O)Cn1cnc2sc(C)c(S(=O)(=O)N3CCCCC3)c2c1=O
    / | / | 0.0

Assay outcomes (PubChem)
